Bioassay records (PubChem BioAssay)
TrxR1 substrate: qHTS Assay for Substrates of Mammalian Selenoprotein Thioredoxin Reductase 1 (TrxR1): qHTS; Thioredoxin reductase 1, cytoplasmic (Rattus norvegicus), O89049; purified TrxR1 substrate turnover, NADPH consumption readout; Potency, µM (top dose mostly 114 µM), for inactives: top-dose activity change, negative = substrate turnover; 390,000 tested, 0.01% active; AID 588456, 2011; note: potency is the fitted concentration of half-maximal effect; % is set by controls: 0 for no effect and ±100 for the full control effect; nearly all actives have a fitted effect of over 50% in size
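Rat TrxR1, dispensed at 90 nM, was prereduced with 400 uM NADPH (final) for 5 min at ~22 deg C, then incubated with compound 15 min before 400 uM selenite. A first-read NADPH fluorescence drop versus no-compound background flagged substrates.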
Vif-A3G inh: qHTS for Inhibitors of Vif-A3G Interactions: qHTS; HeLa A3G-eYFP + Vif (tagged APOBEC3G with the HIV-1 protein that degrades it), YFP fluorescence, overnight; 410,000 tested, 0.076% active; Potency, µM (series often up to 46.1 µM), without a hit: at the top dose activity, negative = active, usual class: inhibitors;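 note: potency is the fitted concentration of half-maximal effect; % is set by controls: 0 for no effect and ±100 for the full control effect; nearly all actives have a fitted effect of over 60% in size; hits raise eYFP signal because A3G escapes Vif-driven loss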
Target sequence (Q9HC16 whole entry, looked up): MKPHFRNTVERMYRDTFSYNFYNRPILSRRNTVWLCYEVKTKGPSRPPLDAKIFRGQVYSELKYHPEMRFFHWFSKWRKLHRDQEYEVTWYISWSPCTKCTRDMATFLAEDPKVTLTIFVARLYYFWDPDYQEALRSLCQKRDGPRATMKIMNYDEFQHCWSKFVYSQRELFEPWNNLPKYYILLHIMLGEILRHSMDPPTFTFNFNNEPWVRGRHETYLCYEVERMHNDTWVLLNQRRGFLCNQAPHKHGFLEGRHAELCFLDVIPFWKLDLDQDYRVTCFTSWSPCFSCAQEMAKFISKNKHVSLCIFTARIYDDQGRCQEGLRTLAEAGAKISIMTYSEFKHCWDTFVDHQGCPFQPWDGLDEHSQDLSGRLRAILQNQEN
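HeLa cells stably expressing Vif and C-terminally eYFP-tagged A3G, seeded overnight at 37 deg C, then exposed to compound by pintool overnight at 37 deg C. Rise in yellow fluorescence (Ex 488/Em 500-530, Acumen) marks blocked Vif-driven A3G degradation.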
Vif-APOBEC3F blk: qHTS for Inhibitors of Vif-A3F Interactions: qHTS; HeLa A3F-eYFP + Vif (tagged APOBEC3F with the HIV-1 protein that degrades it), YFP fluorescence increase; Potency, µM (series often up to 46.1 µM), without a hit: at the top dose activity, negative = active; 390,000 tested, 0.2% active; note: potency is the fitted concentration of half-maximal effect; % of control where 0% means no effect; nearly all actives have a fitted effect of over 65% in size
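Fluorescence increase (Ex 488/Em 500-530) after overnight compound treatment at 37 deg C flags inhibition of Vif-driven A3F-eYFP loss in stable HeLa A3F-eYFP/Vif cells seeded overnight beforehand.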
USP1-UAF1 inh: Inhibitors of USP1/UAF1: Primary Screen; Ubiquitin carboxyl-terminal hydrolase 1 (Homo sapiens), O94782; recombinant USP1/UAF1, Ub-Rhodamine cleavage fluorescence; Potency, µM (doses to about 57.1 µM), for the others: at the highest dose activity change, negative = inhibition, hits mostly inhibitors; 390,000 tested, 0.23% active; AID 743255, 2014; note: potency is the fitted concentration of half-maximal effect; % is set by controls: 0 for no effect and ±100 for the full control effect; nearly all actives have a fitted effect of over 60% in size; inactives centre near -12
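In this screen, compounds sit with the deubiquitinase complex (1nM) for 15 min at room temperature before Ub-Rho is added at 150nM final. Fluorescence rise is then followed for 6 reads every 60 seconds.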
Glioma ERSR ind: qHTS for Inducers of the Endoplasmic Reticulum Stress Response (ERSR) in Human Glioma: qHTS; U87-MG GRP78 promoter luciferase reporter, 16 h; 420,000 tested, 0.02% active; Potency, µM, for the others: at the highest dose activation, hits mostly activators; AID 602332, 2012; note: potency is the fitted concentration of half-maximal effect; series mostly up to about 76 µM; % of control where 0% means no effect; nearly all actives have a fitted effect of over 35% in size
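Stably transfected U87-MG human glioma cells carrying a GRP78-based luminescent sensor were seeded at 1000 cells/well, pin-dosed with compounds and incubated 16 h. Luciferase reagent was then added, and end-point luminescence was read after 10 min at room temperature.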
rTrxR1 inhibitor: qHTS Assay for Inhibitors of Mammalian Selenoprotein Thioredoxin Reductase 1 (TrxR1): qHTS. Thioredoxin reductase 1, cytoplasmic (Rattus norvegicus), O89049. recombinant rTrxR1, NADPH fluorescence consumption, selenite substrate. Potency, µM (top dose mostly 114 µM), for inactives: top-dose activity change, negative = inhibition, usual class: inhibitors. 390,000 tested, 1% active. AID 588453, 2011; note: potency is the fitted concentration of half-maximal effect; % is set by controls: 0 for no effect and ±100 for the full control effect; nearly all actives have a fitted effect of over 65% in size
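Rat TrxR1 (90 nM in the dispensed reagent) was pre-reduced with 400 uM NADPH for 5 min at room temperature, then incubated with compound for 15 min. After 400 uM selenite was added, NADPH fluorescence (Ex 340/Em 450 nm) was followed for 8 min.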
RGS4 inhibitor: Inhibitors of Regulator of G Protein Signaling (RGS) 4: qHTS; Regulator of G-protein signaling 4 (Homo sapiens), P49798; Transcreener GDP fluorescence polarization, RGS4-accelerated GTP hydrolysis; Potency, µM (highest dose often 114 µM), inactives show top-dose activity change, negative = inhibition, hits mostly inhibitors; 390,000 tested, 0.039% active; note: potency is the fitted concentration of half-maximal effect; % is set by controls: 0 for no effect and ±100 for the full control effect; nearly all actives have a fitted effect of over 75% in size; some results filed as inactive show a strong effect at the top dose
Target sequence (P49798 whole entry, looked up): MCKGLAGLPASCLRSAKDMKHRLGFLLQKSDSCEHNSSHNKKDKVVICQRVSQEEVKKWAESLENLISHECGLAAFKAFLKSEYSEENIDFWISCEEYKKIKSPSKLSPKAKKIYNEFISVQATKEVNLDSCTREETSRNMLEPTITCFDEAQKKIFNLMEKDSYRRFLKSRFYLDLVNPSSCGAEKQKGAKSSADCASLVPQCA
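MLSMR compounds (23 nl, pin-transferred) preincubated 10 min at room temperature with a 500nM (2x) first reagent, then RGS4 at 900nM (2x) plus Transcreener GDP mix added; fluorescence polarization (620/688 nm) read before and after 90 min at 30 °C.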
IDH1 R132H inh: qHTS for Inhibitors of mutant isocitrate dehydrogenase 1 (IDH1): qHTS; AID 602179, 2012; Potency, µM (series often up to 76.6 µM), for inactives: at the top dose activity change, negative = inhibition, usual class: inhibitors; Isocitrate dehydrogenase [NADP] cytoplasmic (Homo sapiens), O75874; 390,000 tested, 0.093% active; IDH1-R132H enzyme, NADPH consumption, diaphorase/resazurin fluorescence; note: potency is the fitted concentration of half-maximal effect; % is set by controls: 0 for no effect and ±100 for the full control effect; nearly all actives have a fitted effect of over 65% in size
Target sequence (O75874 whole entry R132H, stated change not applied): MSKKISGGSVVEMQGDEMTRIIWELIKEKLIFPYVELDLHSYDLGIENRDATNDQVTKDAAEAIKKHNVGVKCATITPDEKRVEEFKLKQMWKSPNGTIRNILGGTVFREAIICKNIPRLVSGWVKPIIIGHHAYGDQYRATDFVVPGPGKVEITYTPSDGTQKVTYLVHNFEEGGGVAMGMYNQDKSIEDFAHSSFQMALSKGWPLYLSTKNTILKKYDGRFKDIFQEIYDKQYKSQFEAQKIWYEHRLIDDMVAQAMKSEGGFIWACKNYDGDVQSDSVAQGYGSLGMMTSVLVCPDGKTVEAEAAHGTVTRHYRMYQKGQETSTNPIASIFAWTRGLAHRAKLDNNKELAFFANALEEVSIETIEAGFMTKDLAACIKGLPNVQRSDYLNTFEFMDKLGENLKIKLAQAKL
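IDH1-R132H (0.5 ug/mL dispensed) in pH 7.5 Tris buffer was preincubated 30 min with compound, then given a substrate mix of 0.016 mM NADPH and 2 mM alpha-KG for 80 min at room temperature; remaining NADPH was read by diaphorase/resazurin fluorescence.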
LDHA inh: qHTS assay for inhibitors of human lactate dehydrogenase; L-lactate dehydrogenase A chain (Homo sapiens), P00338; purified LDHA, NADH/diaphorase-resazurin fluorescence; active compounds read low; 480,000 tested, 0.15% active; activity change, % (values are at about 110 or 230 µM); AID 1347041, 2019; in the data active = activity change below about -30%; inconclusive = mostly about -25% to -30%;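 note: plate controls were DMSO wells for no effect and wells without enzyme for full effect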
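Human LDH5 at 2 nM final in Tris HCl pH 7.4 with 0.06 mM NADH and 0.2 mM pyruvate, reacted 5 minutes at room temperature. Remaining NADH coupled via diaphorase/resazurin; resorufin fluorescence read at 0 and 20 minutes, normalized to enzyme-free and DMSO wells.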
* hit, by the source's call; ? = inconclusive; · = not tested or not shown; [ ] = dose if it differs, or a comment. Unless noted, calls come from the whole dose curve; as a rule, active = well fitted curve in the direction sought with a large enough effect; inconclusive = small, poorly fitted or top-dose-only effect, or another doubt; inactive = no such curve, though single readings can be large; an effect the other way counts as inactive or inconclusive. Some of the compounds tested, so the mix of outcomes need not match the whole.

molecule	Vif-APOBEC3F blk	USP1-UAF1 inh	RGS4 inhibitor	rTrxR1 inhibitor	IDH1 R132H inh	TrxR1 substrate	Vif-A3G inh	LDHA inh	Glioma ERSR ind
Cc1ccc(/C=C/C(=O)OCc2nc(N)nc(Nc3ccccc3C)n2)o1	1%	-27%	-20%	?	0%	-14%	-2%	3	7%
COC(=O)c1cc(C(=O)N2CCN(c3cccc(Cl)c3)CC2)cc([N+](=O)[O-])c1	-1%	-27%	1%	-2%[57.1 µM]	1%	1%[57.1 µM]	?	2	-5%
COC(=O)CNC(=O)C(C)NC(=O)OCc1ccccc1 (stereo not drawn)	-6%	-5%	21%	57%[activator][57.1 µM]	5%	13%[57.1 µM]	-4%	-6	0%
CCOC(=O)C1=C(c2ccccc2)N(C)C(=O)NC1c1ccc(O)c(OC)c1 (stereo not drawn)	-1%	-11%	7%	-5%	-2%	2%	-2%	5	4%
Cc1ccc(CNC(=O)CCNC(=O)N2CCn3c2nc2ccccc23)cc1	3%	-4%	-8%	?	7%	-5%	0%	-10	-2%
CN(C)c1ncc(C2=C(Cl)C(=O)C(N3CCCC3)=C(Cl)C2=O)s1	-10%	?	?	2.5µM*	19%	1%	1%	53	-1%
O=c1c2ccsc2ncn1Cc1ccc(Cl)cc1	·	-12%	-2%	9%	0%	4%	-4%	-6	-5%
O=C(c1ccc(-c2ccccc2)cc1)N1CCN(c2nc3ccccc3o2)CC1	-5%	10%	-1%	16%[57.1 µM]	-8%	5%[57.1 µM]	1%	-5	-3%
COCCNC(=O)C(c1ccc(O)cc1)N(Cc1ccco1)C(=O)CCC(=O)Nc1nccs1 (stereo not drawn)	-3%	-19%	-18%	29%[57.1 µM]	4%	9%	0%	-4	0%
Cc1cc(C)c(NC(=O)c2oc3ccccc3c2COc2ccccc2)c(C)c1	0%	-18%	-12%	-15%	8%	-6%	0%	-4	-5%
Cc1cccc(NC(=O)N2CCC(N3CCN(Cc4ccccc4)C(=O)C3=O)CC2)c1C	4%	-17%	17%	5%[57.1 µM]	-9%	-6%[57.1 µM]	1%	-2	-3%
Cn1nnnc1SCCNCc1ccncc1	1%	-8%	-9%	8%	0%	2%	1%	2	-1%
O=C1C2C(c3ccccc3)C=CC(c3ccccc3)C2C(=O)N1c1ccncc1 (stereo not drawn)	5%	2%	-9%	8%[57.1 µM]	2%	8%[57.1 µM]	0%	-1	3%
O=C(Nc1ccc(-n2cccn2)cc1)C1CCN(Cc2ccccn2)CC1	4%	-8%	-23%	?	8%	-7%	0%	-6	-2%
CC(C)(Cc1cc(CC(C)(C)C(=O)O)cc(C(C)(C)C)c1)C(=O)O	-7%	-20%	-3%	9%[57.1 µM]	6%	11%	-9%	-6	0%
COc1ccc(NC(=O)CN(C)C(=O)c2ccc3c(c2)CC(c2ccccc2)OC3=O)cc1 (stereo not drawn)	-6%	-20%	·	·	9%	·	-4%	-1	0%
COc1ccc(-n2nc(C(=O)N(C)c3cc(Cl)ccc3OC)c3c4ccccc4n(C)c3c2=O)cc1	·	?	22%	15%	·	0%	·	-3	·
COc1cc(NC(=O)c2cccnc2Sc2ccc(Cl)cc2)cc(OC)c1OC	0%	2%	23%	-8%	0%	-5%	0%	-5	0%
O=C(O)c1ccc(COc2ccccc2C=C2C(=O)c3ccccc3C2=O)cc1	?	-12%	?	-8%[57.1 µM]	1%	-1%[57.1 µM]	0%	-7	-1%
CC1Cc2ccccc2N1S(=O)(=O)c1ccc(Cl)nc1 (stereo not drawn)	0%	-14%	4%[11.4 µM]	-3%	0%	-5%	-4%	-9	-5%
CCOC(=O)/C=c1\s/c(=C(\C#N)C(=O)NC)n(-c2ccccc2)c1=O	0%	4%	11%	-29%[57.1 µM]	1%	0%[57.1 µM]	-2%	7	-4%
O=C1CCCC(=O)N1c1ccc(O)cc1	-1%	-6%	12%[11.4 µM]	3%	-9%	-6%	2%	-3	0%
CN(C)c1ccc(S(=O)(=O)N2CCCCC2)cc1NC(=O)CN1C(=O)NC(C)(c2ccccc2)C1=O (stereo not drawn)	?	-12%	-25%	0%	2%	2%	3%	-4	-3%
CCN1C=C(Cc2cccs2)C2=C(C1)C(c1cccs1)C(C#N)=C(N)O2 (stereo not drawn)	-1%	?	-11%	?	-1%	-5%	-5%	6	-9%
COCCn1c(SCC(=O)Nc2ccc(F)cc2)nc2c(oc3ccccc32)c1=O	-5%	-32%	17%	10%	-9%	-1%	1%	-4	-1%
CCOC(=O)C1=C(C)NC(C)=C(C(=O)OCC)C1c1cccc([N+](=O)[O-])c1	3%	-14%	·	·	-33%	·	-9%	1	-2%
O=C(NC1CCCC1)c1cc(-c2ccccc2Cl)on1	-2%	?	-14%	3%	-6%	-5%	-1%	-3	-1%
COc1cc(Cl)c(C)cc1NC(=O)CCn1c(=O)c2cccn2c2cccnc21	-28%	-25%	-11%	12%	-11%	2%	-13%	-3	0%
Cc1ccc(C(C)C)c(OCCCNCc2cccnc2)c1	1%	-23%	6%	-3%	-12%	1%	10%	-4	-6%
COc1ccc(S(=O)(=O)N2CCCN(S(=O)(=O)c3ccc(OC)c(C)c3)CC2)cc1C	-18%	-23%	3%	13%	3%	6%	?	-5	-4%

3 entries picked at random from those above, as already listed:
molecule	Vif-APOBEC3F blk	USP1-UAF1 inh	RGS4 inhibitor	rTrxR1 inhibitor	IDH1 R132H inh	TrxR1 substrate	Vif-A3G inh	LDHA inh	Glioma ERSR ind
CN(C)c1ccc(S(=O)(=O)N2CCCCC2)cc1NC(=O)CN1C(=O)NC(C)(c2ccccc2)C1=O (stereo not drawn)	?	-12%	-25%	0%	2%	2%	3%	-4	-3%
COc1ccc(NC(=O)CN(C)C(=O)c2ccc3c(c2)CC(c2ccccc2)OC3=O)cc1 (stereo not drawn)	-6%	-20%	·	·	9%	·	-4%	-1	0%
CC1Cc2ccccc2N1S(=O)(=O)c1ccc(Cl)nc1 (stereo not drawn)	0%	-14%	4%[11.4 µM]	-3%	0%	-5%	-4%	-9	-5%

The listing continues:
molecule	Vif-APOBEC3F blk	USP1-UAF1 inh	RGS4 inhibitor	rTrxR1 inhibitor	IDH1 R132H inh	TrxR1 substrate	Vif-A3G inh	LDHA inh	Glioma ERSR ind
Cc1ccc(NC(=O)CCc2ccc(C)o2)c(Br)c1	-17%	-12%	-34%	7%	-3%	5%	-7%	-4	0%
O=C(Nc1ccccc1)C1Cc2ccccc2CN1C(=O)c1ccco1 (stereo not drawn)	-1%	-16%	-44%	-19%[57.1 µM]	4%	14%[57.1 µM]	-8%	-2	5%
CNC(=O)C1CCC(Cn2c(=O)c3sccc3n(CC(=O)Nc3cc(F)ccc3F)c2=O)CC1 (stereo not drawn)	1%	-6%	-8%	17%[57.1 µM]	10%	7%[57.1 µM]	1%	-2	-3%
Cn1cccc1Cc1nnc(SCC(=O)NCC2CCCO2)n1CCc1ccccc1 (stereo not drawn)	-5%	-6%	-2%	-9%	0%	7%	0%	0	-5%
CC(C(=O)c1ccc(Br)cc1)[n+]1cccc2ccccc21 (stereo not drawn)	?	-16%	-12%	11%	20%	10%	-13%	0	-2%
COCCCn1c(SCC(=O)Nc2ccc3c(c2)OCCO3)nnc1-c1ccoc1C	-12%	-11%	-7%	-9%	6%	0%	0%	0	-8%
COC(=O)C1CCN(C(=O)/C=C/c2ccc3c(c2)OCO3)CC1	0%	-15%	-42%	12%[57.1 µM]	6%	7%[57.1 µM]	3%	-4	-3%
O=C(Nc1cccnc1)Nc1ccc(F)c(Cl)c1	-11%	-1%	-19%	21%	1%	5%	0%	-9	7%
CCn1c(=O)c2ccccc2n(CC(=O)NCCC2=CCCCC2)c1=O	-12%	-19%	0%	17%[57.1 µM]	10%	9%[57.1 µM]	-1%	-7	12%
N#CC1(Nc2ccccc2)C(=O)Nc2ccccc21 (stereo not drawn)	0%	-9%	-44%	9%	-1%	5%	1%	2	-5%
